PGE2 EP2 inh: blocks the human prostaglandin E2 receptor EP2. C6 glioma cells expressing human EP2, cAMP TR-FRET; cells stimulated with saturating PGE2. inhibition, % at 25 µM. actives 0.52% (n = 260,000). AID 1422;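 active = percent inhibition above 40 after rounding to a whole number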;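 also: rat C6 glioma host cells with rolipram phosphodiesterase inhibitor present; the protocol text gives 20 µM as final concentration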
Target sequence (P43116 whole entry, looked up): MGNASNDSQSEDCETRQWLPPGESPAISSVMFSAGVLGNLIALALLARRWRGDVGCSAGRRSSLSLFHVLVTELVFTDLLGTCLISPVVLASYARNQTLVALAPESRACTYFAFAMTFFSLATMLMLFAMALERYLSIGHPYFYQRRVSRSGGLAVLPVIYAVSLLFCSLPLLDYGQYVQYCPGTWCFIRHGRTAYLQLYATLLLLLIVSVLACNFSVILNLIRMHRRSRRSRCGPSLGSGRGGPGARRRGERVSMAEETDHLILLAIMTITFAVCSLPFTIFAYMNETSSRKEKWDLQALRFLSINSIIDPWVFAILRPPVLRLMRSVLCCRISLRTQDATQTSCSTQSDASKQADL
EP2 modulator: modulates human prostaglandin E2 receptor EP2 signaling | AID 940 | P43116 | EP2-expressing cells, cAMP HTRF FRET, PGE2 co-stimulation | actives 0.83% (n = 260,000) | induction, % at 25 µM;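 active = compounds whose cAMP rise, as percent of the full-agonist control response, exceeds 60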;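 also: rat C6 glioma line stably carrying human EP2 under a CMV promoter; the protocol text gives 20 µM as final concentration; 100% = response of wells given 1 µM PGE2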
Hck Nef HTS: inhibitors of human Hck kinase activated by Nef | Recombinant Hck-YEEI plus Nef, Z-Lyte FRET kinase assay | inhibition, % at 20 µM | actives 0.68% (n = 220,000);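 active = Hck-Nef kinase inhibition above about 50%, limit read from the data; inactive = inhibition below that limit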;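 also: 0% = DMSO with Hck plus Nef and 100% = Hck alone without Nef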
Target sequence (P08631 whole entry, looked up): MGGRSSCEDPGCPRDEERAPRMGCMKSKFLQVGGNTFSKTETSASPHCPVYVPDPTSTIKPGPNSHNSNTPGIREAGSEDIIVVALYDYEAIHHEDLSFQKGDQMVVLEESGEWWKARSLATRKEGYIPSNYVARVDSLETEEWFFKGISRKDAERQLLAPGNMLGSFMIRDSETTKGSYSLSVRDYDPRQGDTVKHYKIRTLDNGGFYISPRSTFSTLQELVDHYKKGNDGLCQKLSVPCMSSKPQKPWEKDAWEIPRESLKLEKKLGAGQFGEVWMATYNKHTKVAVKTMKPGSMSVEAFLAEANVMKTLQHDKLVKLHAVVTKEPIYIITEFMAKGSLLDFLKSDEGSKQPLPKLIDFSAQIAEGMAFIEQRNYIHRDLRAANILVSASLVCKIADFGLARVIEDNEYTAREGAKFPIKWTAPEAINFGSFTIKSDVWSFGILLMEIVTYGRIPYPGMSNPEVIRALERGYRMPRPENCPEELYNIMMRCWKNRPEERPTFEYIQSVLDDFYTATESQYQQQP
Runt-SMMHC FRET: Runt domain-CBFb-SMMHC interaction inhibition. Q01196+Q13951. Cerulean-Runt/Venus-CBFb-SMMHC FRET ratio 530/480, 1 h. inhibition, % at 20 µM. actives 0.74% (n = 220,000). AID 1434;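 active = mean inhibition across duplicate retests at 20 µM reaching about 50%, limit read from the data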;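 also: 0% = DMSO wells and 100% = wells with excess untagged CBFb-SMMHC; inhibitors lower the FRET ratio by blocking Runt binding to CBFb-SMMHC; some results filed as inactive read as strong as hits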
TNF necrop inh: TNF-alpha cell death inhibition in Jurkat FADD-/- cells. activation (protection from cell death), % at 10 µM. AID 463075. Jurkat FADD-/- TNF necroptosis rescue, ATP luminescence, 24 h; 0 = TNF only, 100 = no-TNF cells. actives 0.068% (n = 220,000);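 active = activation, meaning protection from cell death, of at least 50% relative to plate controls; inactive = activation below 50%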;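 also: necroptosis triggered by 40 ng/mL TNF-alpha added together with compound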
L929 necroptosis: blocks zVAD induced death of L929 cells; L929 zVAD necroptosis rescue, ATP luminescence, 24 h; with zVAD 60 µM; viability rescue, % at 10 µM; actives 0.38% (n = 220,000);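 active = activation, scaled between plate controls, above about 75%, limit read from the data; inactive = activation under that limit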;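 also: 0% = zVAD with DMSO and 100% = DMSO alone without zVAD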
Runt-CBFb FRET: Runt domain-CBFb interaction inhibition; inhibition, % at 20 µM; actives 0.46% (n = 220,000); Q01196+Q13951; Cerulean-Runt/Venus-CBFb FRET ratio 530/480, 1 h; AID 1496;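 active = inhibition over about 50% at 20 µM in the single-dose screen, limit read from the data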;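 also: 0% = DMSO wells and 100% = excess unlabeled CBFb competitor control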
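test system = Cerulean-tagged RUNX1 Runt domain (FRET donor) fusion protein | reagent = Venus-CBFb binding partner, 100 nM | incubation = protein complex preformed 1 h, compound exposure 1 h, room temperature, dark | detection = FRET fluorescence | read-out basis = loss of energy transfer signal | controls = 5 µM unlabeled CBFb as full-inhibition high control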
RBBP9 inh: human RBBP9 hydrolase inhibition; O75884; recombinant RBBP9, FP-Rh probe fluorescence polarization; inhibition, % at 7.94 µM; actives 0.2% (n = 220,000); AID 1515;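 active = inhibition above the campaign mean of all tested compounds plus 3 SD, cut at about 14% in these data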;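 also: plate controls were DMSO wells with RBBP9 for no effect and wells lacking RBBP9 protein for full effect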
Target sequence (O75884 whole entry, looked up): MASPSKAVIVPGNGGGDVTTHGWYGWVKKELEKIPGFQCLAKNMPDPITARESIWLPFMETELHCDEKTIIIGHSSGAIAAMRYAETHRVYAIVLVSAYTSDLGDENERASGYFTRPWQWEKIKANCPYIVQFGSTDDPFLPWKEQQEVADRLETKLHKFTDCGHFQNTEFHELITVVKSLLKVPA
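Measured by: FP readout at 525/598 nm; material: recombinant human RBBP9; also added: Serine-hydrolase probe FP-Rh, 375 nM pre-mixing; medium: Tris buffer pH 8.0, NaCl, Pluronic; replication: one well per compound; doses: one concentration, 7.94 µM nominal, 0.794% DMSO; timing: preincubation 30 min plus labeling 45 min at 25 °C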
PERK inh: blocks human PERK kinase; Q9NZJ5; CHO PERK-DD fusion, SEAP luminescence translation reporter; inhibition, % at 5.6 µM; actives 0.17% (n = 220,000); AID 1416;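 active = inhibition above the mean inhibition of all tested compounds plus 3 SD, set separately per screening campaign, cut at about 2.9% in these data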;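 also: PERK kinase domain activated by AP20187 dimerizer at 100 nM; 0% = DMSO with dimerizer and 100% = rapamycin at 8.4 µM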
* marks the source's active call; other numbers are inactive results; / = not tested or not shown; & = joins results of further samples. This is a subset; count on the stated rates, not on these rows.

SMILES	PGE2 EP2 inh	EP2 modulator	Hck Nef HTS	Runt-SMMHC FRET	TNF necrop inh	L929 necroptosis	Runt-CBFb FRET	RBBP9 inh	PERK inh
COc1ccc(-n2nc(C(=O)Nc3nc4ccc(OC)cc4s3)c3ccccc3c2=O)cc1	3	18	2	-7	1.5	0.3	-9	5	0.5
Nc1cc(S(=O)(=O)C(F)(F)F)ccc1C(=O)O	15	-35	2	1	-2.0	0.4	-3	-9	1.1
CCOC(=O)C1CCN(C(=O)COC(=O)COc2ccccc2OC)CC1	13	13	3	2	-2.3	0.1	-2	2	2.3
CCn1c(C)c(C)c2cc(C(=O)Nc3cccc(Cl)c3)ccc21	15	-17	-1	-2	5.8	6.5	/	-9	-0.6
Cc1cc(C)c2c(n1)nn1c(NCCOCCO)cc(C)nc21	12	16	51*	72*	-0.1	0.4	28	-5	0.5
CNC(=O)N1c2ccccc2NC(=O)CC1C (stereo unspecified)	8	8	20	-3	0.2	1.2	1	2	-0.2
Nc1nc2ccc(N3CCOCC3)cc2s1	15	12	1	-3	-1.8	0.1	4	-5	0.5
CCCN1CNC(=S)N(Cc2ccccc2)C1	4	29	4	4	0.2	0.7	1	-1	1.0
Clc1ccccc1Cc1noc(CN2CCN(c3cnccn3)CC2)n1	3	-13	4	-4	0.1	60	1	-4	0.9
CCOc1c(Br)cc(C2NS(=O)(=O)N=C3CCCCCN32)cc1OC (stereo unspecified)	11	-43	4	-2	-7.3	-0.2	0	-6	0.7
CN(C)/C=C/C(=O)c1cccc(Cl)c1	4	-1	2	-8	-0.6	0.9	1	-10	1.6
O=C(Cc1cccs1)N1CCN=C1SCc1cccc(F)c1	1	-16	17	0	3.5	0.3	-2	-6	-0.3
COc1ccc(S(=O)(=O)Nc2c(C)n(C)n(-c3ccccc3)c2=O)cc1	3	20	4	1	-1.6	0.5	2	-6	0.8
CC(=O)OCc1cc(-c2nn(C)c(=O)c3ccccc23)ccc1C	5	15	17	/	-1.0	0.9	/	-8	-0.2
CCN(CC)C(=O)C1CCCN(Cc2ccc(OC)c(C)c2C)C1 (stereo unspecified)	6	0	1	2	2.7	-0.8	-1	-2	-0.2
O=C(Cc1ccc(-n2cccc2)cc1)N1CCc2ccccc21	13	6	-1	1	1.5	0.3	2	-12	-0.5
Cc1nn(-c2ccccn2)c2c1C(c1ccccc1Cl)C1=C(N2)c2ccccc2C1=O (stereo unspecified)	3	31	2	-2	-0.3	0.7	-3	-5	-0.9
N/C(CN1CCCCC1)=N\S(=O)(=O)c1cc(Cl)cc(Cl)c1	12	-7	9	-1	1.2	0.1	-3	4	0.2
Clc1cccc(Cl)c1/C=N\Nc1nccs1	17	31	0	-2	4.8	5.0	/	-1	-0.8
CCC1(CC)NC(=O)N(CC(=O)OCn2nnc3ccccc3c2=O)C1=O	8	-2	-1	-2	-1.5	-0.4	2	0	1.2

Fetched one by one from the list above:
SMILES	PGE2 EP2 inh	EP2 modulator	Hck Nef HTS	Runt-SMMHC FRET	TNF necrop inh	L929 necroptosis	Runt-CBFb FRET	RBBP9 inh	PERK inh
COc1ccc(S(=O)(=O)Nc2c(C)n(C)n(-c3ccccc3)c2=O)cc1	3	20	4	1	-1.6	0.5	2	-6	0.8
CC(=O)OCc1cc(-c2nn(C)c(=O)c3ccccc23)ccc1C	5	15	17	/	-1.0	0.9	/	-8	-0.2

Next compounds
SMILES	PGE2 EP2 inh	EP2 modulator	Hck Nef HTS	Runt-SMMHC FRET	TNF necrop inh	L929 necroptosis	Runt-CBFb FRET	RBBP9 inh	PERK inh
COc1ccc(-c2nc(-c3cccc(C)c3)nc(Cl)c2C#N)cc1	8	11	4	4	-9.5	5.6	0	-11	1.4
O=C(COc1ccccc1)NC1CCSC1=O (stereo unspecified)	6	12	-6	0	0.3	2.7	-2	-2	0.4
CCCc1ccc(OC(=O)c2ccc(O)cc2Cl)cc1	7	-25	11	1	-0.4	-0.9	-1	-17	0.0
COc1ccc(-c2cc([C@H]3[C@@H]4C=CCC[C@@]4(C)C(=O)N3Cc3ccccc3)ccc2F)cc1OC	6	54	19	1	4.2	0.3	1	/	/
O=C(NC1CCCCCC1)c1ccc(=O)n(Cc2ccccc2)n1	5	-53	31	-1	-1.0	-1.3	-2	-9	-0.5
O=C(NC1CCCC1)C(c1cccnc1)N(C(=O)c1csnn1)C1CCCC1 (stereo unspecified)	9&12	7&6	6	5	-1.6	0.7	-1	-8	-0.7
CN1c2ccccc2C(O)=C(C(=O)Nc2ccccc2)S1(=O)=O	5	-36	-1	-19	-2.4	-0.1	-1	-6	-0.6
Cc1ccc(NC(=O)CCNS(=O)(=O)c2ccc3c(c2)oc(=O)n3C)c(C)c1	6	28	-1	-1	0.2	2.2	-1	5	-0.5
O=C(Cc1ccccc1F)OCC(=O)N1CCN(C(=O)c2ccco2)CC1	11	-1	14	1	-0.5	41	1	-18	0.7
CC1=C(C(=O)Nc2ccccc2Cl)C(c2ccc(N(C)C)cc2)NC(=O)N1 (stereo unspecified)	1	-9	1	-23	0.6	4.4	-2	-5	0.3
O=C(Oc1cccc(NC2=NS(=O)(=O)c3ccccc32)c1)c1ccncc1	10	-28	15	2	0.2	12	-1	-8	1.0
CCOC(=O)c1ccc(NC(=O)CCNS(=O)(=O)c2ccc3c(c2)oc(=O)n3C)cc1	7	5	-4	4	0.3	-1.7	-2	1	0.3
CC1Cc2ccccc2N1C(=O)CN(C)S(=O)(=O)c1cccc2cccnc12 (stereo unspecified)	13	1	2	1	-1.6	0.8	3	-9	0.0
O=C(CSc1ccc(Cl)cc1)N1CCC(c2nc3ccccc3s2)CC1	14	-47	0	-11	-11	0.1	-5	-2	-0.2
O=S(=O)(N/N=C\C=C\c1ccccc1)c1ccc(Br)cc1	10	10	0	-3	-3.2	0.2	-1	-4	1.4
Cc1c([N+](=O)[O-])c2ccc(O)cc2n1-c1ccccc1	2	13	4	0	5.4	1.2	0	0	0.7
CCOc1cc(Br)c(/C=C2/C(=O)N(C)C(=S)N2CC(=O)OC)cc1OC	4	30	17	/	-1.2	0.6	/	-3	0.2
Cc1ccc(C(=O)OCC(=O)Nc2ccc3c(c2)OCO3)o1	11	30	15	1	-0.6	1.1	-1	-3	1.9
CCNC(=S)NN=C1CCC(C(C)(C)C)CC1 (stereo unspecified)	/	-1	3	-1	-5.1	0.3	0	4	1.0
CC(SCC(=O)Nc1ccc(S(=O)(=O)N2CCCCC2)cc1)C(=O)O (stereo unspecified)	10	10	2	-1	-2.7	0.5	1	0	1.6
Cc1ccccc1Cc1c(C)nc2c(C(=O)NCc3ccc4c(c3)OCO4)cnn2c1C	10	27	0	4	0.8	-0.2	0	1	0.2
CSc1ccc(S(=O)(=O)Nc2ccc3c(c2)OCCO3)cc1	5	-9	0	3	13	-0.4	1	1	1.3
COc1ccccc1CN1CCNC(=O)C1CC(=O)NCCC1=CCCCC1 (stereo unspecified)	5	2	-1	-9	-0.6	0.3	1	8	2.1
COC(=O)[C@@H](NC(=O)c1ccc(OC2CCN(Cc3ccccn3)CC2)cc1)C(C)C	7	-11	14	4	2.2	3.2	-1	4	0.6
O=C(COc1ncnc2ccc(Br)cc12)NCc1ccc2c(c1)OCO2	13	11	3	1	0.3	-0.3	0	1	0.1
COc1ccc(Cn2c3ccc(OC)cc3c3nc4ccccc4nc32)cc1	5	-15	2	-98	0.6	-0.2	-41	-6	1.1
COc1cccc(C2CC(=O)Nc3n[nH]c(-c4ccccc4)c32)c1OC (stereo unspecified)	3	35	22	2	1.8	-0.7	3	-1	0.2
O=C(O)CCCC(=O)Nc1ccccc1-n1ccnc1	7&11	38&6	2	-1	-0.7	-0.2	-2	-5	3.1*
CCC1=C/C(=C\c2ccc3c(c2)OCO3)C(=O)S1	6	2	5	-5	-4.1	0.0	1	-8	-0.1
CCCN(CCC)c1ccc(CC(=O)NC(C)Cc2ccccc2)cc1 (stereo unspecified)	13	-35	4	-4	2.2	1.1	-4	1	0.3
Cc1ccccc1-n1c(SCC(=O)N/N=C/C=C/c2ccccc2[N+](=O)[O-])nc2ccccc2c1=O	6	-1	3	-2	2.8	-0.2	-5	-8	-1.6
O=C(CN1C(=O)CCS(=O)(=O)c2ccccc21)NCc1ccc(F)cc1	-2	24	5	-7	-0.4	0.2	-1	-4	0.7
O=C1CCCc2ccccc2N1Cc1ccc(F)cc1	4	47	1	-17	1.1	0.0	0	-9	0.1
CCCc1ccc(OCC(O)CN2CCN(c3ccccc3)CC2)cc1 (stereo unspecified)	4	-3	5	0	0.9	1.0	-4	-5	-0.4
O=C(c1ccc2nccnc2c1)N1CCN(Cc2ccc3c(c2)OCO3)CC1	11	34	1	-4	0.7	0.8	0	-5	0.4
CCN1CCc2nc3ccccc3c(C(=O)Nc3ccc(F)cc3)c2C1	3	-13	6	-4	-0.5	-0.9	1	-9	0.0
C/C(=N\NC(=O)c1cccs1)c1cccnc1	7	-3	16	1	1.5	2.9	0	-8	-0.1
COc1ccc(C(=O)Nc2ccccc2N2CCOCC2)cc1[N+](=O)[O-]	4	21	5	-4	0.4	/	0	-8	-0.6
CCO[C@@H]1OC(C(=O)O)=C[C@H](c2ccc3c(c2)OCO3)[C@H]1CCCO	17	16	13	1	-0.3	0.2	1	3	2.1
Cc1ccc(NC(=O)COC(=O)CCc2c[nH]c(=O)[nH]2)cc1	7	-10	0	-2	-2.3	-0.3	0	5	4.0*
CC1CCCC(NC(=O)CNC(=S)N(Cc2ccccc2)Cc2cccs2)C1C (stereo unspecified)	4	28	-6	-1	-0.1	2.3	-4	-6	1.2
Cc1cc(C(=O)NNC(=O)c2cccc(Cl)c2)no1	9	-6	-4	2	0.5	0.4	0	-2	-0.1
N/C(=N\OC(=O)CC1CCCCC1)c1cccnc1	6	7	0	2	-1.5	0.2	-3	2	1.5
O=C(Nc1ccccc1Cl)C1CC(=O)n2c(nc3ccccc32)N1 (stereo unspecified)	8	8	11	2	0.9	4.2	0	-10	0.8
Cc1ccc(C2(C)NC(=O)N(CC(=O)NCCC3=CCCCC3)C2=O)cc1 (stereo unspecified)	10	-5	9	-10	-1.2	-0.1	0	7	0.4
C/C(=N\NC(=O)c1cccnc1)c1c(O)cc(C)oc1=O	4	15	3	5	1.5	1.2	-2	-9	0.2
COc1ccc(CNc2ncnc3cc(Cl)ccc23)cc1	4	-66	5	1	0.7	0.5	1	-8	-0.3
Cc1cc(S(=O)(=O)NC2CCCCC2)ccc1OCC(=O)N1CCOCC1	3	4	1	-5	-0.9	0.2	4	7	-0.8
CCCCC(CC)CNC(=O)CCS(=O)(=O)c1cccc2nonc12 (stereo unspecified)	/	-32	-2	-1	-0.5	1.9	-1	-5	-0.6
O=C(NCc1cccnc1)c1cc(S(=O)(=O)N2CCCCC2)ccc1Cl	7	5	-1	-6	-0.2	0.1	0	-2	-0.1

Bioassay records: PubChem, several laboratories
